PI4K2A block: PI4K2A (human) kinase inhibition. activity change, negative = inhibition, % at 76.9 µM. purified PI4K2A, ADP-Glo luminescence, 1 h; stronger effect = lower value. Q9BTU6. AID 1346378. 420,000 tested, 0.13% active; in the data active means activity change below about -50%; inconclusive means mostly about -30% to -49%;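 further: -100% = wells without enzyme as full effect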
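PI4K2A activity was measured by ADP-Glo luminescence: enzyme (4 ug/mL stock) and phosphatidylinositol (1.2 mM stock) in Tris pH 7.5/MgCl2/EGTA/Triton X-100 buffer were reacted with ATP (300 microM stock) for one hour at ambient temperature.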
HP1b binding inh: inhibitors of HP1-beta chromodomain binding to methylated histone tails | AlphaScreen HP1-beta / biotin-H3K9me3 peptide binding | Potency, µM (titrated, usually from 114 µM), for the others: top-dose activity change, negative = inhibition, usual class: inhibitors | 390,000 tested, 0.56% active | AID 540317; further: potency means the concentration at half of the fitted maximal effect; nearly all actives have a fitted effect of over 70% in size; inactives centre near 23
Target sequence (P83916 whole entry, looked up): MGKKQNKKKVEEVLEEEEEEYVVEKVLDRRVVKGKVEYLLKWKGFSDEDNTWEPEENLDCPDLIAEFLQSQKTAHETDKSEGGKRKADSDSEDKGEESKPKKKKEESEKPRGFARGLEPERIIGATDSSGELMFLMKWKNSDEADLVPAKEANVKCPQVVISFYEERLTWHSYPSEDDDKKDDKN
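Compound inhibition of the preformed complex between 50 nM HP1-beta and 50 nM biotinylated H3K9me3 peptide was read by AlphaScreen. Buffer was PBS pH 7.4 with 0.01% Tween-20. Incubations ran 30 min at room temperature, with 10 ug/mL donor/acceptor beads.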
BAZ2B inh: blocks human BAZ2B | AlphaScreen BAZ2B-H3K14Ac peptide displacement | Potency, µM (doses to about 114 µM), for inactives: at the highest dose activity change, negative = inhibition, most hits filed as inhibitors | 360,000 tested, 4.4% active | AID 504333; further: potency means the concentration at half of the fitted maximal effect; on the % scale 0 is the no-effect control and ±100 the full control effect; nearly all actives have a fitted effect of over 60% in size
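Compounds, titrated to a top concentration of 110 uM, were incubated 30 min at room temperature with preformed BAZ2B/acetyl-K14 H3 peptide complex (50 nM each). Proximity signal was measured by AlphaScreen after 20 min with beads.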
Tb PGK inh: T. brucei PGK inhibition; PGK/GAPDH coupled, Kinase-Glo luminescence, 60 min; P07378; 380,000 tested, 0.043% active; Potency, µM (top dose mostly 57.5 µM), for the others: at the top dose activity change, negative = inhibition, hits mostly inhibitors; AID 602233; further: potency means the concentration at half of the fitted maximal effect; on the % scale 0 is the no-effect control and ±100 the full control effect; nearly all actives have a fitted effect of over 60% in size
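Recombinant glycosomal PGK reaction used 1,3-bisphosphoglycerate generated in-well by GAPDH (100nM final) in 100mM TEA pH 7.6, 5mM MgCl2, 0.01% Tween-20. After 60 minutes at room temperature, ATP was read by Kinase-Glo Plus luminescence end-point.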
Pin1 inh: human Pin1 inhibition; Q13526; Pin1 FP peptide displacement, HiFluor488, 10 min; Potency, µM (doses to about 115 µM), without a hit: at the highest dose activity, negative = inhibition, actives largely listed as inhibitors; 390,000 tested, 0.009% active; AID 504891; active means well fitted inhibition curve with a large enough effect in the polarisation, with a control signal flat, not every such curve was filed as active; inconclusive means small, poorly fitted or top-dose-only effect, or effect the other way, or a change in a side signal; inactive means no such curve, though single readings can be large or run the other way; the % refers to the polarisation; further: potency means the concentration at half of the fitted maximal effect; on the % scale 0 is the no-effect control and ±100 the full control effect
Target sequence (Q13526 whole entry, looked up): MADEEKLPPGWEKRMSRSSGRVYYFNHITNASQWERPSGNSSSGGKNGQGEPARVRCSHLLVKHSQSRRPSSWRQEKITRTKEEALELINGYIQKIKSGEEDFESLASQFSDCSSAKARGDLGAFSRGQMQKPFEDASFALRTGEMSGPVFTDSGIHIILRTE
POLH inh: inhibitors of human DNA polymerase eta. recombinant Pol eta, fluorescent DNA replication assay. Potency, µM (top dose mostly 114 µM), for the others: at the highest dose activity change, negative = inhibition, most hits filed as inhibitors. 390,000 tested, 1.2% active. AID 588591; further: potency means the concentration at half of the fitted maximal effect; on the % scale 0 is the no-effect control and ±100 the full control effect
Target sequence (Q9Y253 whole entry, looked up): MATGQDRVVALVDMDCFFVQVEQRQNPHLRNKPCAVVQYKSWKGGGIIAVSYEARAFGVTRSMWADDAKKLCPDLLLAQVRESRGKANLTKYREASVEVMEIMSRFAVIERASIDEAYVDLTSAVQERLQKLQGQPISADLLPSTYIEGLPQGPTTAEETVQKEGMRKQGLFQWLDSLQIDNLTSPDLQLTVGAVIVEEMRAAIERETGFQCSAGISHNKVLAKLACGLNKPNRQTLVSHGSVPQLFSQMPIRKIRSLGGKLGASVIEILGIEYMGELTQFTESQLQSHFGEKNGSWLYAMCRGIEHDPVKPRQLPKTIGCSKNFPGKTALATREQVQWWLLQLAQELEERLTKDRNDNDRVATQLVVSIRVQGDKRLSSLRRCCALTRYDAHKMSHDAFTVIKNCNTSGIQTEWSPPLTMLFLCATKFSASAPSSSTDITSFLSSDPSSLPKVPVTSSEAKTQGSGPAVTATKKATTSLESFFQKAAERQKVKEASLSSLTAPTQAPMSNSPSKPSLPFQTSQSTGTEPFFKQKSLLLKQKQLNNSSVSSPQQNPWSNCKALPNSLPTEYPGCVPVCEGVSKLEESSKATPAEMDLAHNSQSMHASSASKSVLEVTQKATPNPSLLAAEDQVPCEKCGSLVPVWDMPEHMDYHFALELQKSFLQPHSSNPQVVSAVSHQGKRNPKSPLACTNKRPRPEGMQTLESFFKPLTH
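Pol eta (10 nM) was preincubated with compounds for 15 min at room temperature, after which fluorescent replication substrate (50 nM final) was added to start the reaction. Fluorescence was read kinetically at 0 and 10 min.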
JMJD2A Tudor inh: inhibitors of human JMJD2A Tudor domain; AlphaScreen JMJD2A-Tudor / H3K4me3 peptide binding; Potency, µM (series often up to 114 µM), for inactives: at the highest dose activity change, negative = inhibition, most hits filed as inhibitors; 390,000 tested, 4.4% active; AID 504339; further: potency means the concentration at half of the fitted maximal effect; on the % scale 0 is the no-effect control and ±100 the full control effect; nearly all actives have a fitted effect of over 50% in size
G9a inh: blocks human histone lysine methyltransferase G9a. G9a H3K9 monomethylation, AlphaScreen, 2 h. Q96KQ7. Potency, µM (series often up to 102 µM), inactives show at the top dose activity, negative = inhibition, most hits filed as inhibitors. 350,000 tested, 8.8% active; further: potency means the concentration at half of the fitted maximal effect; on the % scale 0 is the no-effect control and ±100 the full control effect; nearly all actives have a fitted effect of over 75% in size
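Step 1: enzyme (final 20 nM) with compound, 15 min RT. Step 2: substrate peptide 500 nM and SAM 20 uM, 2 h RT. Step 3: anti-H3K9me1 antibody and AlphaScreen beads, 10 min, then plate read.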
GLS inhibitor: blocks human kidney-isoform glutaminase activity | O94925 | GLS enzymatic activity, qHTS titration | Potency, µM (titrated, usually from 45.5 µM), for inactives: top-dose activity change, negative = inhibition, most hits filed as inhibitors | 410,000 tested, 0.21% active | AID 624170; further: potency means the concentration at half of the fitted maximal effect; on the % scale 0 is the no-effect control and ±100 the full control effect
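Enzyme dispensed in phosphate buffer (45 mM, pH 8.2, 0.02% Tween-20), compounds pinned in, then 1 mM L-glutamine solution and the glutamate oxidase–HRP–Amplex Red mix added; fluorescence read immediately and again after 30 min at room temperature.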
* hit, by the source's call; i = inactive; ? = inconclusive; . = no result given; [ ] = another dose, or the depositor's remark. Unless noted, the call rests on the fitted dose curve; in most records, active means well fitted curve in the direction sought with a large enough effect; inconclusive means small, poorly fitted or top-dose-only effect, or another doubt; inactive means no such curve, though single readings can be large; an effect the other way counts as inactive or inconclusive.

SMILES | PI4K2A block | HP1b binding inh | BAZ2B inh | Tb PGK inh | Pin1 inh | POLH inh | JMJD2A Tudor inh | G9a inh | GLS inhibitor
CCCCC(=O)Nc1nnc(S(=O)(=O)N2CCCc3ccccc32)s1 | -7 | 35%[activator] | -6% | -8% | 3% | -5% | -6% | . | 0%
COc1cc(NS(=O)(=O)c2ccc(NC(=O)c3ccc(F)cc3)cc2)ncn1 | -4 | 49%[activator] | 30% | -2% | -7% | -12% | 1% | 34%[activator] | 2%
CCOC(=O)CC1C(=O)NCCN1C(=O)COc1ccc(C(C)(C)C)cc1 (stereo not drawn) | 1 | 3% | 1% | 7% | -5% | -8% | -9% | 1% | -2%
Cc1cccc(N2C(=O)C(CC(=O)Nc3ccccc3)N(C3CCCCC3)C2=O)c1 (stereo not drawn) | 0 | 45%[activator] | 0% | -3% | 2% | -13% | -18% | -4%[59 µM] | 0%
O=S(=O)(Nc1nc(CN2CCOCC2)nc2sc3c(c12)CCCC3)c1cc(F)ccc1F | -2 | 34% | -13% | 4% | 27% | -15% | -21% | 7%[59 µM] | 10%
Cn1nnc(NC(=O)C(c2ccccc2)c2ccccc2)n1 | 3 | 23% | 2% | -3% | -5% | -7% | -16% | -4% | 7%
COc1ccc(S(=O)(=O)N2CCCC2C(=O)NCC(=O)Nc2cccc(Cl)c2C)cc1 (stereo not drawn) | 0 | 11% | -13% | -8% | -1% | -11% | -16% | -8% | -5%
CS(=O)(=O)c1ccccc1C(=O)N(CCC1=CCCCC1)c1c(N)n(Cc2ccccc2)c(=O)[nH]c1=O | -5 | 6% | -5% | -7% | 7% | -8% | -23% | -14%[0.501 µM] | -12%
CCOc1ccccc1NC(=O)Cn1c(=O)n(Cc2ccco2)c(=O)c2cccnc21 | -3 | 12% | -1% | i | 6% | 1% | -15% | 7%[59 µM] | -6%
O=C(COC(=O)/C=C/c1ccccc1)Nc1cccnc1Cl | -2 | 21% | 8% | 3% | -8% | -22% | 1% | 50µM* | -10%
Cc1nc(C)c(CCNS(=O)(=O)c2ccc(C)c(C)c2)s1 | -2 | 29%[57 µM] | 1% | i | 0% | -18% | -10% | 0%[59 µM] | 1%
O=S(=O)(c1ccccc1)N1CCN(C(=S)Nc2ccc(Br)cc2)CC1 | 7 | 46%[activator] | -15% | -6% | 3% | -23% | -18% | . | -3%
CCOc1ccc(C(=O)C2CCN(CC(=O)Nc3ccccc3N3CCOCC3)CC2)cc1 | 1 | -5% | 9% | 0% | ? | -12% | -18% | -22%[12.7 µM] | 5%
CC(C)CNC(=O)Cn1nc(C(F)(F)F)c2c1CCCC2 | 2 | 36% | 0% | -2% | ? | -13% | 6% | 9% | -9%
Cc1cc(Oc2ccc(=O)n(C)n2)nc(Oc2ccc(=O)[nH]n2)n1 | 2 | 43%[activator] | -2% | -12% | -9% | 2% | -9% | -1% | 6%
O=C(NC1CCCC1)c1cc(-c2ccccc2Cl)on1 | -3 | 56%[activator] | 10% | i | 0% | -5% | 5% | 9% | 1%
C/C(=N/NC(=O)c1nnn(-c2nonc2N)c1CSc1ccc(Cl)cc1)c1ccncc1 | 0 | . | . | -2% | . | -3% | . | . | 8%
Cn1ccnc1SCC(=O)Nc1cc(C(F)(F)F)ccc1N1CCOCC1 | -1 | -5% | -9% | i | -1% | 2% | -25% | -4%[59 µM] | 7%
CCOC(=O)C1CCCN(CCc2ccccc2)C1 (stereo not drawn) | -14 | -33% | ? | -3% | 1% | -8% | 25µM* | 40µM* | 1%
COCCCNC(=S)N(CCO)Cc1cc2cc3c(cc2[nH]c1=O)OCO3 | -5 | 53%[activator] | 2% | i | -14% | -4% | -3% | 10% | -2%
CCCCc1c(C)c(C#N)c2nc3ccccc3n2c1Nc1c(C)n(C)n(-c2ccccc2)c1=O | 2 | 72% | -34% | i | 14% | -13% | 10% | 17% | 1%
COCC(C)NC(=O)c1ccccc1[N+](=O)[O-] (stereo not drawn) | 4 | 18% | 1% | -9% | -2% | -17% | -12% | 13% | 2%
CC(C)CNS(=O)(=O)c1ccc(CC(C)C)cc1 | -2 | 38% | 29% | -1% | 0% | -12% | 7% | 17% | -1%
NC(=O)N(N)c1nc(N2CCCC2)nc(N2CCCC2)n1 | 3 | 29% | 6% | -2% | -9% | -13% | -10% | -5%[12.7 µM] | 11%
CCn1c(=NC(=O)CSC(C)=O)sc2ccccc21 | -2 | 26% | -5% | -8% | 0% | -6% | 5% | 6% | -3%

In another format: entries from further up.
| Compound | PI4K2A block | HP1b binding inh | BAZ2B inh | Tb PGK inh | Pin1 inh | POLH inh | JMJD2A Tudor inh | G9a inh | GLS inhibitor |
| --- | --- | --- | --- | --- | --- | --- | --- | --- | --- |
| O=S(=O)(c1ccccc1)N1CCN(C(=S)Nc2ccc(Br)cc2)CC1 | 7 | 46%[activator] | -15% | -6% | 3% | -23% | -18% | . | -3% |
| CCOc1ccccc1NC(=O)Cn1c(=O)n(Cc2ccco2)c(=O)c2cccnc21 | -3 | 12% | -1% | i | 6% | 1% | -15% | 7%[59 µM] | -6% |
| CCOC(=O)C1CCCN(CCc2ccccc2)C1 (stereo not drawn) | -14 | -33% | ? | -3% | 1% | -8% | 25µM* | 40µM* | 1% |

The listing continues:
SMILES | PI4K2A block | HP1b binding inh | BAZ2B inh | Tb PGK inh | Pin1 inh | POLH inh | JMJD2A Tudor inh | G9a inh | GLS inhibitor
O=C(Nc1ccon1)c1ccc(Cl)c(S(=O)(=O)N2CCCCC2)c1 | 2 | 42%[activator] | -21% | 1% | -5% | -13% | -2% | 61%[activator] | 2%
Cc1c(C(=O)NCCCN2CCCC2=O)oc2ccccc12 | -3 | 28% | 10% | -8% | -1% | -6% | -4% | -9%[12.7 µM] | 0%
COc1ccc(S(=O)(=O)NC(C)(C)CO)cc1-c1nnc2c3ccccc3c(C)nn12 | 2 | 35% | 2% | -11% | 2% | -15% | -12% | 0%[59 µM] | 5%
O=C(O)c1ccccc1NS(=O)(=O)c1cccc(C(F)(F)F)c1 | -3 | 8% | -11% | -6% | 6% | 3% | -27% | -6%[2.33 µM] | 19%
CC(C)(C)c1cc(/C=N/O)cc(C(C)(C)C)c1O | 1 | 34% | -16% | -7% | -3% | -21% | -11% | -7% | 5%
CCC(=O)Nc1cc(C(=O)O)ccc1Sc1ccc(C)cc1 | -5 | 44%[activator] | -12% | -1% | 0% | -7% | -11% | ? | -1%
Cc1csc2nc(COC(=O)c3cccc(N(C)C)c3)cc(=O)n12 | -7 | 6% | ? | i | ? | ? | ? | 4%[2.33 µM] | 20%
COc1cc(/C=N/NC(=O)C(=O)/C=C2\NC(C)(C)Cc3ccccc32)ccc1O | -1 | ? | ? | 4% | 0% | ? | -14%[11.4 µM] | ? | 15%
CC(C)Cc1cc(C(=O)N2CCCC(CO)(Cc3ccc(F)cc3F)C2)n[nH]1 (stereo not drawn) | -7 | 11%[57 µM] | -20% | -7% | -1% | -14% | -1% | 3%[59 µM] | -1%
Cc1ccccc1-c1nc(CN2CCC(C(=O)NCc3cccs3)CC2)c(C)o1 | 1 | 24% | 1% | i | -4% | -10% | -22% | -6%[59 µM] | -8%
CCc1nnc(NC(=O)c2ccc(-c3cc(C(F)(F)F)ccc3Cl)o2)s1 | 4 | 22% | 7% | -9% | 22% | -13% | -7% | . | -3%
COc1ccc(C(=O)C2CCCN(Cc3ccc(C#CCCO)cc3)C2)c(OC)c1 (stereo not drawn) | 0 | 22% | -15% | -13% | 1% | -22% | -24% | . | 0%
CC(C)OC(=O)CC1=NC(=O)CS1 | 10 | 24% | -4% | -6% | 4% | -3% | 17% | 19% | 4%
Cc1cc(OC(=O)c2cccc(Br)c2)c([N+](=O)[O-])c(=O)[nH]1 | 4 | 28% | ? | 4% | -1% | -10% | -16% | ? | -6%
CC(=O)N1CCc2c(sc(NC(=O)CCS(=O)(=O)c3ccccc3)c2C#N)C1 | 2 | 30% | -19% | -1% | 4% | -13% | -10% | 3% | 2%
CCOC(=O)C1CCN(C(=O)c2ccc(S(=O)(=O)Nc3ccccc3Cl)cc2)CC1 | -3 | 29% | 25% | 0% | 1% | -5% | -8% | -39% | 3%
Cc1n[nH]c(=O)n1-c1ccc(Oc2ccccc2)cc1 | 0 | 21% | -4% | -7% | 1% | -14% | -11% | 106%[activator][59 µM] | -3%
Cn1cnnc1SCC(=O)Nc1ccc2ccccc2c1 | 1 | 21% | 0% | -7% | 3% | -5% | -9% | 7%[12.7 µM] | -2%
O=c1[nH]c(CSc2nnc(-c3ccccc3)n2C2CCCCC2)nc2ccccc12 | -1 | 36% | -2% | -2% | 1% | -8% | -8% | . | -1%
Cc1c(Cl)c([N+](=O)[O-])nn1CCCC(=O)Nc1c(Cl)cccc1Cl | 4 | 17% | 11% | -3% | -1% | -8% | 13% | 24% | 3%
COC(=O)N(C)c1nc2ccccc2s1 | -7 | 49%[activator] | . | i | 2% | -10% | 8% | 1%[59 µM] | -2%
C=CCOc1ccc(C2NC(=O)NC(C)=C2C(=O)OC)cc1 (stereo not drawn) | 4 | 23% | 10% | 9% | 10% | 4% | -14% | 13%[12.7 µM] | 15%
CCCC(C(=O)NC1CCCC1)N(C(=O)c1snc(C(N)=O)c1N)c1ccc(OCC)cc1 (stereo not drawn) | 5 | 2% | 0% | 4% | 8% | -10% | -24% | -6%[59 µM] | -5%
N#Cc1ccccc1NC(=O)COC(=O)C1CCN(C(=O)c2ccc(Cl)cc2)CC1 | 0 | 37% | 0% | 6% | -4% | -10% | -9% | 7%[2.33 µM] | 8%
CCn1c(=O)cc(OCC(=O)NCc2ccccc2Cl)c2ccccc21 | 1 | 44%[activator] | -2% | -1% | -1% | 4% | -8% | ? | 20%

Source: PubChem (National Center for Advancing Translational Sciences (NCATS))

These rows are one share of the data. The share of hits here may be higher or lower than overall.
